RmlCD inh mix: RmlC and RmlD coupled enzyme inhibitors, primary screen, biochemical, 384-well, compound mixtures, retest; inhibition, % at 5.5 µM; 0.39% of 110,000 active; AID 1532, 2009; RmlC/RmlD coupled enzyme inhibition, 384-well mixture HTS; in the data active means inhibition above about 30%, passing the limit was not always enough; inconclusive means no clear call, values can overlap the other calls; further: strong numbers were not always called active
HIV RNase H inh: HIV-1 RT RNase H inhibitors, primary screen, biochemical, fluorescence. Gag-Pol polyprotein (Human immunodeficiency virus type 1 group M subtype B (isolate …. 1.9% of 65,000 active. inhibition, % at 10 µM. RT-RNase H RNA/DNA duplex cleavage; in the data active means inhibition above about 50%
The depositor's hits bear a star; u = inconclusive; x = no result given. An excerpt. The share of hits here may be higher or lower than overall.

Start of the data: the first 4 compounds (preview)
Results follow in this order: RmlCD inh mix	HIV RNase H inh
- CC(=O)c1sc(Nc2nc3ccc(F)cc3s2)nc1C
    -37	-7
- O=[N+]([O-])c1ccc(OCc2cn([C@@H](CO)c3ccccc3)nn2)c(Br)c1
    7	x
- CCCCCn1c(SCCc2ccccc2)nc2c1c(=O)[nH]c(=O)n2C
    -9	11
- CC(C)OC(=O)CSc1nnc(-c2ccc(Cl)cc2Cl)o1
    -13	2

All compounds of this part, repeating the preview:
Results follow in this order: RmlCD inh mix	HIV RNase H inh
- CC(=O)c1sc(Nc2nc3ccc(F)cc3s2)nc1C
    -37	-7
- O=[N+]([O-])c1ccc(OCc2cn([C@@H](CO)c3ccccc3)nn2)c(Br)c1
    7	x
- CCCCCn1c(SCCc2ccccc2)nc2c1c(=O)[nH]c(=O)n2C
    -9	11
- CC(C)OC(=O)CSc1nnc(-c2ccc(Cl)cc2Cl)o1
    -13	2
- CCCCNC(=O)CCC(=O)Nc1ncc(-c2ccc(C)cc2)n1C
    8	2
- CC(C)=C1C2C=CC1C1C(=O)N(c3ccc4c(c3)OCO4)C(=O)C21 (centres undefined)
    6	8
- Cc1cccc(NC(=O)Nc2ccc3c(c2)N(C)C(=O)CS3)n1
    -7	x
- CCc1ccc(C(=O)COC(=O)C(Cc2ccccc2)NC(=O)c2ccc(Cl)cc2)cc1 (centres undefined)
    4	x
- Cc1ccc(-c2noc(CCC(=O)NCc3ccco3)n2)cc1
    10	x
- CCOc1cc(/C=C2\C(=O)N(Cc3ccc(C)cc3)C(C)=C2C(=O)OC)ccc1O
    4	x
- CCOC(=O)C1=C(C)NC(=O)NC1c1ccc(OC)c(CN2CCOCC2)c1 (centres undefined)
    -13	2
- COc1ccc(C(=O)CSc2nc3ccccc3n2CC(=O)c2ccccc2)cc1
    8	x
- Oc1ccc(N2CCN(C(c3cccnc3)c3nnnn3Cc3ccccc3)CC2)cc1 (centres undefined)
    -7	37
- OCC[C@@H]1C[C@H](O)[C@@H](O)[C@@]2(CCCCO2)O1
    4	x
- CCOc1ccc(N2C(=O)CC(N3CCN(C(=O)c4ccco4)CC3)C2=O)cc1 (centres undefined)
    2	-18
- O=C(Cn1nnc(-c2ccccc2)n1)NCc1cccs1
    6	-3
- CC(c1ccco1)N(C(=O)Nc1ccc(Cl)cc1)c1ccccn1 (centres undefined)
    -8	-9
- CCCc1nnc(NC(=O)CN2CCN(C)CC2)s1
    -13	x
- Cc1cc(Nc2ccc(C)c(C)c2)n2nc(C)nc2n1
    -8	-8
- CN(C)C(=S)NCc1ccccc1
    -48	x
- COc1ccc(S(=O)(=O)Nc2ccc3c(c2)COC3=O)cc1OC
    3	-10
- O=C(CN1C(=O)c2ccccc2S1(=O)=O)NC1CC2CCC1C2 (centres undefined)
    x	-7
- Cc1ccc(-c2nnc(Nc3ccccc3)o2)cc1
    4	1
- CC(=O)N1CCc2cc(S(=O)(=O)NCCCN3CCN(Cc4ccccc4)CC3)ccc21
    x	-2
- N=C1/C(=C\c2ccc(OCc3ccccc3)cc2)C(=O)N=C2SC(N3CCCC3)=NN12
    10	x
- CCOc1ccc(NC(=O)C(=O)NCC2CCCN2CC)cc1 (centres undefined)
    5	x
- O=C(CN(Cc1cccs1)C(=O)c1csnn1)NC1CCCC1
    3	x
- CC(=O)c1sc2nc(C)cc(C)c2c1N
    17	x
- CCCCNC(=O)c1ccccc1Cl
    12	x
- CCCc1nc2ccc(NC(=O)c3ccco3)cc2c(=O)n1Cc1ccccc1Cl
    -4	x
- Cc1cc(N2CC(C(=O)NCc3cccs3)CC2=O)ccc1C(C)C (centres undefined)
    3	x
- COc1c2ccoc2nc2c(OC)c(OCC(O)C(C)(C)O)ccc12 (centres undefined)
    40	1
- COc1ccc2nc(Nc3nc(C)c(CCC(C)C)c(=O)[nH]3)nc(C)c2c1
    13	-93
- COc1ccc(OC)c(NC(=O)CCN2CCCCCC2)c1
    -14	x
- Cc1ccc(-c2nc3ncccn3c2NC2CCCCC2)o1
    7	x
- CC1CCN(C(=O)CSc2nc3cccnc3n2C)CC1
    -4	-8
- O=C(NCc1ccc2c(c1)OCO2)C1CCCN1C(=O)Nc1cccc(Cl)c1 (centres undefined)
    31	5
- CCc1nc(NCc2ccccn2)c2oc3ccccc3c2n1
    -2	-17
- Cc1nn2c3ccccc3n(CCN3CCCCC3)c2nc1=O
    -11	x
- N#Cc1nc(COc2ccccc2)oc1NCCN1CCOCC1
    -1	1
- CCOC(=O)C1CCCN(c2ncnc3c2cnn3-c2ccc(OC)cc2)C1 (centres undefined)
    9	3
- O=C(Cn1c(-c2ccccc2)noc1=O)Nc1ccc(S(=O)(=O)N2CCOCC2)cc1
    -5	-15
- COc1ccc2c(c1)[nH]c1c(=O)n(CCN3CCCC3)cnc12
    16	-17
- Cc1ccc(S(=O)(=O)NC(=O)Nc2c(C)n(C)n(-c3ccccc3)c2=O)cc1
    -24	-23
- CCOCCCNC(=O)CS(=O)(=O)Cc1nc(-c2cccc(OC)c2)oc1C
    8	-1
- CCCCc1ccc(-c2ccc(C)cc2O)nc1
    8	3
- Cc1cc(N2CCCCC2)nc(NCc2ccccc2)n1
    3	x
- Cc1ccc(NC(=O)N2CCC(C(N)=O)CC2)cc1
    -10	2
- O=C1C=C(N2CCOCC2)CCC1
    -11	x
- COc1ccc(OC)c(NC(=O)CNC(=O)Cn2c(C)cc3ccccc3c2=O)c1
    -30	x
- CC1(C)NC(=O)N(CCCOc2ccc3c(c2)CCC3)C1=O
    -7	-6
- S=c1[nH]nc(-c2cc3c(s2)-c2ccccc2CC3)o1
    40	x
- CCOC(=O)C1=C(C)NC(=O)C(C(N)=O)C1c1ccccc1 (centres undefined)
    2	0
- Cc1ccc(-c2nc3ccccc3c(=O)n2-c2cc(C)ccn2)cc1
    -4	x
- O=C(Nc1ccc(Cl)c(C(F)(F)F)c1)N1CCCC(O)C1 (centres undefined)
    -7	-11
- COc1cc(OC)c(C2SCCN2S(=O)(=O)c2ccc(F)cc2)cc1OC (centres undefined)
    -6	-2
- CCOc1cccc(=O)c2c(C)oc(C)c12
    -16	x
- O=C(CCN1C(=O)c2ccccc2C1=O)Nc1cccc(S(=O)(=O)N2CCCCC2)c1
    -12	x
- Cn1c(Cn2cnc3ccccc32)nc2ccccc21
    -10	-1
- COC(=O)c1cc2occc2n1CC(=O)Nc1cc(OC)cc(OC)c1
    -11	-1

Further records follow.
Results follow in this order: RmlCD inh mix	HIV RNase H inh
- O=C(NC1CCCC1)C(c1cccs1)N(CC1CCCO1)C(=O)Cc1cccs1 (centres undefined)
    7	1
- CCCCC1(Cc2ccc(OC)c([N+](=O)[O-])c2)C(=O)N(c2ccccc2)N(c2ccccc2)C1=O
    -12	x
- CCCCCCNS(=O)(=O)c1ccccc1Br
    -5	x
- Cc1noc(C)c1C(=O)N1CCc2ccccc21
    -9	4
- O=C(CSc1nnc(CN2CCOCC2)n1-c1ccc(Cl)cc1)N1CCc2ccccc21
    14	-9
- C=CCn1c(SCC(C)=O)nnc1-c1cc(-c2ccccc2)sc1N
    -11	x
- CCN1CCN(c2cc(C)c3cc(NC(=O)c4ccncc4)ccc3n2)CC1
    8	2
- O=C(NC(=O)N1CCN(c2ccccc2F)CC1)c1ccccc1
    6	-18
- O=C(Cn1cccc1)N1CCN(c2ccc(F)cc2)CC1
    6	1
- Cc1nn(-c2ccccc2)c2c1C1(C(=O)N(C(C)C)c3ccccc31)C(C#N)=C(N)O2 (centres undefined)
    3	11
- CCn1c(CNc2ccc(C(=O)O)cc2)nc2ccccc21
    8	x
- COc1ccc2ccccc2c1CN1CCN(Cc2ccccc2)CC1
    -11	x
- CCOc1cc(-c2nc3c(C)cccn3c2NCC2CCCO2)ccc1O (centres undefined)
    44*	-9
- COC(=O)/C=c1/s/c(=C(\C#N)C(=O)NCc2ccco2)n(-c2ccccc2)c1=O
    -4	24
- Cc1ccc(Nc2ccc(C(=O)O)cc2N)cc1
    115	x
- NC(=O)c1c(NC(=O)CSc2nnc(-c3ccco3)n2-c2ccccc2)sc2c1CCC2
    -10	34
- CN1CCN(S(=O)(=O)c2ccc(NC(=O)c3csc4ccccc34)cc2)CC1
    5	-14
- CCN(CC)C(=O)c1sc(NC(=O)Cc2ccc(OC)cc2)c(C#N)c1C
    8	x
- COC(=O)C1=C(Nc2ccc(OC)cc2)C=C(C)C(C(=O)OC)C1c1ccc(C)cc1 (centres undefined)
    6	x
- C=C(C)C(=O)Nc1cccc(C2=NOC3(C2)C[C@H](C(N)=O)N(C(=O)/C=C/C)C3)c1 (some centres undefined)
    7	x
- C=CCn1c(SCCCC)nc(O)cc1=O
    -9	-5
- O=C(Nc1cccn(Cc2c(Cl)cccc2Cl)c1=O)c1ccccc1Cl
    8	x
- CCOc1cccc(N2C(=O)CC(N3CCN(c4nc5ccccc5s4)CC3)C2=O)c1 (centres undefined)
    5	x
- COc1ccc(-c2nsc3c(N4CCCCC4)ncnc23)cc1
    5	x
- O=C(c1ccc2c(c1)OCO2)N(c1ccc(Cl)cc1)C1C=CS(=O)(=O)C1 (centres undefined)
    u	-2
- COc1cc(O)c(C(CC(=O)N2CCCCC2)c2ccc(N(C)C)cc2)c(OC)c1 (centres undefined)
    -3	x
- CCc1ccc(OCC(=O)N(C)C)c(Br)c1
    -15	-19
- Cc1nn(-c2ccc(F)cc2)c(C)c1NS(=O)(=O)c1ccc(Cl)cc1
    -8	-1
- COC(=O)c1ccc(NC(=O)c2cccc(OC)c2)cc1
    -10	-5
- COc1ccc(OCC(=O)N2CCN(C(=O)c3ccccc3)CC2)cc1
    -14	-12
- CCOC(=O)c1ccccc1NC(=O)CN(c1cccc(OC)c1)S(C)(=O)=O
    110	-60
- COC(=O)c1cn[nH]c1N
    25	3
- CCn1c(COc2ccc(Cl)cc2)nnc1SCC(=O)Nc1ccc2c(c1)OCO2
    -19	-7
- Nc1ccccc1-c1nnn(CC(=O)N2CCCc3ccccc32)n1
    -13	x
- Cn1c(N2CCNCC2)nc2ccccc21
    8	x
- O=C(COC(=O)CCNS(=O)(=O)c1cccc(C(F)(F)F)c1)NC(=O)NC1CCCCC1
    12	x
- Cc1ccc(NS(=O)(=O)c2cccc(C(=O)Nc3cc(C)on3)c2)cc1
    x	-9
- COC/C=C/C1=CC2=CC(=O)C(C)(OC(=O)c3cnc4ccccc4n3)C(=O)C2=CN1CC1CC1 (centres undefined)
    6	x
- COC(=O)c1ccc(NC(=O)CN2CCN(c3ccc(Cl)cc3)CC2)cc1
    -15	5
- COCCn1c(COC)nc2ccccc21
    11	-22

New compounds follow:
SMILES | RmlCD inh mix | HIV RNase H inh
O=C(N/N=C/c1ccc2c(c1)OCO2)c1ccccn1 | 0 | x
Cc1cc(C)c2ccc(N)nc2c1O | -6 | -1
CN1C(=S)SC(/[N+]([O-])=C/c2cccnc2)C1(C)C (centres undefined) | -15 | -3
CNC(=O)C1=NCCCc2cc(OC)c(OC)cc21 | 6 | 2
O=C(NCC1CCCO1)c1nn2c(c1Cl)NC(c1ccc(F)cc1)CC2C(F)(F)F (centres undefined) | -13 | -11
CNC(=O)c1ccccc1F | -14 | x
Cc1cc(C)nc(NN2C(=O)/C(=C/c3ccccc3)SC2=S)n1 | -2 | x
Cn1c(-c2nnn(-c3ccc(F)cc3)n2)cc2ccccc21 | -14 | x
O=c1[nH]nnc2c1sc1nc(N3CCOCC3)c3c(c12)CCCC3 | x | -4
Cc1cc(C(F)F)n2nc(C(=O)Nc3ccc(S(=O)(=O)N4CCCCCC4)cc3)nc2n1 | 7 | 0
COc1ccc(-c2nc(-c3ccc(C(=O)O)cc3)no2)cc1 | 60 | x
CCS(=O)(=O)n1nc(-c2ccccc2)nc1NCc1ccco1 | -10 | -14
Cc1ccccc1NC(C)C(=O)N/N=C/c1ccccc1OCc1cccc(Br)c1 (centres undefined) | 6 | x
CCC(c1nnnn1CCc1ccccc1)N1CCN(c2ccc(OC)cc2)CC1 (centres undefined) | -19 | 10
COc1cccc(C2C3=C(CCCC3=O)Nc3nc4ccccc4n32)c1OC (centres undefined) | x | -13
Cc1ccc2nc3n(c(=O)c2c1)CCCCC3 | -12 | x
CCCCn1nnnc1SCC(=O)c1cc(Cl)ccc1OC | -11 | x
O=C(Nc1cccnc1)c1cccnc1Cl | -8 | x
Cc1ccc(C(=O)N2CCC3(CC2)Oc2ccc(Cl)cc2C(=O)C32CC(c3ccc(Cl)cc3)=NO2)s1 (centres undefined) | 7 | x
O=C(C1=C[C@@H](C2CCCCC2)C[C@@H](OCc2ccc(CO)cc2)O1)N1CCN(Cc2ccc3c(c2)OCO3)CC1 | 8 | x
CCc1ccc(-n2c(=O)c3c(C)c(C(=O)N(C)C)sc3n(CC(=O)NCc3ccco3)c2=O)cc1 | 8 | x
Cc1nn(-c2cc(N3CCCCCC3)ccc2[N+](=O)[O-])c(=O)c2ccccc12 | 10 | x
COc1ccc(-c2nnc(SCc3c(C)noc3C)n2N)cc1OC | -4 | x
CCn1c(SCC(=O)Nc2sc3c(c2C#N)CCCC3)nnc1-c1ccco1 | 66 | x
O=C1CC(c2ccco2)CC(O)=C1C=Nc1cc(Cl)cc(Cl)c1 (centres undefined) | 3 | x
Cc1cccc(OCc2nc(C)cc(=O)[nH]2)c1 | 0 | -8
C=CCC(NCc1ccco1)c1ccc(OC)c(OC)c1 (centres undefined) | -2 | x

Four of these compounds, set out differently:
molecule: COc1ccc(-c2nnc(SCc3c(C)noc3C)n2N)cc1OC
  RmlCD inh mix: -4
  HIV RNase H inh: x

molecule: CCn1c(SCC(=O)Nc2sc3c(c2C#N)CCCC3)nnc1-c1ccco1
  RmlCD inh mix: 66
  HIV RNase H inh: x

molecule: O=C1CC(c2ccco2)CC(O)=C1C=Nc1cc(Cl)cc(Cl)c1 (centres undefined)
  RmlCD inh mix: 3
  HIV RNase H inh: x

molecule: Cc1cccc(OCc2nc(C)cc(=O)[nH]2)c1
  RmlCD inh mix: 0
  HIV RNase H inh: -8
